# BAZ2B inh = BAZ2B (human) inhibition. Potency, µM (highest dose often 114 µM), for the others: at the top dose activity change, negative = inhibition, most hits filed as inhibitors. Q9UIF8. 360,000 tested, 4.4% active. AlphaScreen BAZ2B-H3K14Ac peptide displacement. AID 504333; note: potency is the fitted concentration of half-maximal effect; % is set by controls: 0 for no effect and ±100 for the full control effect; nearly all actives have a fitted effect of over 60% in size
#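 Multi-concentration screen (max 110 uM) measuring displacement of acetylated histone H3 peptide from BAZ2B by AlphaScreen, using 50 nM protein, 50 nM peptide and 10 ug/mL streptavidin donor plus Ni-chelate acceptor beads.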
# G9a block = inhibitors of human histone lysine methyltransferase G9a; Potency, µM (titrated, usually from 102 µM), inactives show at the top dose activity, negative = inhibition, most hits filed as inhibitors; Q96KQ7; AID 504332; 350,000 tested, 8.8% active; G9a H3K9 monomethylation, AlphaScreen, 2 h; note: potency is the fitted concentration of half-maximal effect; % is set by controls: 0 for no effect and ±100 for the full control effect; nearly all actives have a fitted effect of over 75% in size
# Target sequence (Q96KQ7 913-1193 limits assumed): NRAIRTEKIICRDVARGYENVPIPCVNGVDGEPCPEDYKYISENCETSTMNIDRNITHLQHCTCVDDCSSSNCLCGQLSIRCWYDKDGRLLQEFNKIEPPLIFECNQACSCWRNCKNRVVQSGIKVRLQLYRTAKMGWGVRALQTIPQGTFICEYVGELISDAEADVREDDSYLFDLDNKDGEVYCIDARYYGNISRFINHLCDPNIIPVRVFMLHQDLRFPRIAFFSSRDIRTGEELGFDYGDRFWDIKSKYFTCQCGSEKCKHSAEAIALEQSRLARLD
#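 AlphaScreen detection with an anti-monomethyl H3K9 antibody quantified product after a 2 h room-temperature reaction containing 500 nM biotinylated H3K9 peptide, 20 µM SAM and 20 nM enzyme, which had been preincubated 15 min with compound.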
# Pin1 inh = human Pin1 inhibition | Q13526 | Pin1 FP peptide displacement, HiFluor488, 10 min | Potency, µM (titrated, usually from 115 µM), inactives show top-dose activity, negative = inhibition, actives largely listed as inhibitors | 390,000 tested, 0.009% active | AID 504891; active = well fitted inhibition curve with a large enough effect in the polarisation, with a control signal flat, not every such curve was filed as active; inconclusive = small, poorly fitted or top-dose-only effect, or effect the other way, or a change in a side signal; inactive = no such curve, though single readings can be large or run the other way; the % refers to the polarisation; note: potency is the fitted concentration of half-maximal effect; % is set by controls: 0 for no effect and ±100 for the full control effect
# Target sequence (Q13526 whole entry, looked up): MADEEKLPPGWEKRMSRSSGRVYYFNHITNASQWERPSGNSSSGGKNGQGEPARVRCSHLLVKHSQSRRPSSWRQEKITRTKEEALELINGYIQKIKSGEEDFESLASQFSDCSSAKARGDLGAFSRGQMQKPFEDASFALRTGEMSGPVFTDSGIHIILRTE
# GLS inh = glutaminase GLS (human) inhibition | O94925 | GLS enzymatic activity, qHTS titration | Potency, µM (top dose mostly 45.5 µM), for the others: at the top dose activity change, negative = inhibition, actives largely listed as inhibitors | 410,000 tested, 0.21% active | AID 624170; note: potency is the fitted concentration of half-maximal effect; % is set by controls: 0 for no effect and ±100 for the full control effect
#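 hKGA in 45 mM KH2PO4 (pH 8.2), 0.02% Tween-20 with compound, then 1mM L-Glutamine (stock as added) plus glutamate oxidase/HRP/Amplex red coupling mix. Fluorescence read initially and after 30 min at RT; signal change reflects glutamate formation.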
# ERG Ets-DNA blk = ERG Ets/DNA interaction inhibition; fluorescence polarization, His-ERG Ets domain / labelled DNA; Potency, µM (highest dose often 76.9 µM), for the others: at the highest dose FP activity, negative = inhibition, actives largely listed as inhibitors; 370,000 tested, 0.028% active; AID 624246; active = well fitted inhibition curve with a large enough effect in the polarisation, with a control signal flat; inconclusive = small, poorly fitted or top-dose-only effect, or effect the other way, or a change in a side signal; inactive = no such curve, though single readings can be large or run the other way; the % refers to the polarisation;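 note: polarization taken with two DNA probes labelled with fluorescein and Texas red; potency is the fitted concentration of half-maximal effect; % of control where 0% means no effect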
#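 His-tagged ERG Ets domain (1 uM in the protein solution; 300mM KCl, 50mM Tris-HCl, 1mM EDTA, 1mM DTT, pH 7.5) received compound, then a probe mix of 5 nM fluorescein-DNA and 100nM Texas-615-DNA. Fluorescence polarization was read for both dyes.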
# PGK inhibitor = inhibitors of T. brucei phosphoglycerate kinase; 380,000 tested, 0.043% active; PGK/GAPDH coupled, Kinase-Glo luminescence, 60 min; AID 602233; Potency, µM (top dose mostly 57.5 µM), inactives show at the highest dose activity change, negative = inhibition, usual class: inhibitors; P07378; note: potency is the fitted concentration of half-maximal effect; % is set by controls: 0 for no effect and ±100 for the full control effect; nearly all actives have a fitted effect of over 60% in size
#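 Recombinant glycosomal PGK reaction used 1,3-bisphosphoglycerate generated in-well by GAPDH (100nM final) in 100mM TEA pH 7.6, 5mM MgCl2, 0.01% Tween-20. After 60 minutes at room temperature, ATP was read by Kinase-Glo Plus luminescence end-point.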
# HP1b chromo inh = HP1-beta chromodomain-methylated histone interaction inhibition; 390,000 tested, 0.56% active; AID 540317; P83916; Potency, µM (series often up to 114 µM), for inactives: at the top dose activity change, negative = inhibition, most hits filed as inhibitors; AlphaScreen HP1-beta / biotin-H3K9me3 peptide binding; note: potency is the fitted concentration of half-maximal effect; nearly all actives have a fitted effect of over 70% in size; inactives centre near 23
#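 HP1-beta protein (50 nM final) preincubated 30 min at room temperature with biotinylated H3(1-18)K9me3 peptide (50 nM) in PBS pH 7.4, 0.01% Tween-20, then compound added for 30 min. AlphaScreen streptavidin donor/nickel chelate acceptor beads (10 ug/mL final), 30 min dark, luminescence read.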
# PI4K2A inh = blocks human PI4K2A kinase activity | purified PI4K2A, ADP-Glo luminescence, 1 h; active compounds read low | Q9BTU6 | activity change, negative = inhibition, % at 76.9 µM | 420,000 tested, 0.13% active | AID 1346378; in the data active = activity change below about -50%; inconclusive = mostly about -30% to -49%;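 note: -100% = wells without enzyme as full effect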
# Target sequence (Q9BTU6 whole entry, looked up): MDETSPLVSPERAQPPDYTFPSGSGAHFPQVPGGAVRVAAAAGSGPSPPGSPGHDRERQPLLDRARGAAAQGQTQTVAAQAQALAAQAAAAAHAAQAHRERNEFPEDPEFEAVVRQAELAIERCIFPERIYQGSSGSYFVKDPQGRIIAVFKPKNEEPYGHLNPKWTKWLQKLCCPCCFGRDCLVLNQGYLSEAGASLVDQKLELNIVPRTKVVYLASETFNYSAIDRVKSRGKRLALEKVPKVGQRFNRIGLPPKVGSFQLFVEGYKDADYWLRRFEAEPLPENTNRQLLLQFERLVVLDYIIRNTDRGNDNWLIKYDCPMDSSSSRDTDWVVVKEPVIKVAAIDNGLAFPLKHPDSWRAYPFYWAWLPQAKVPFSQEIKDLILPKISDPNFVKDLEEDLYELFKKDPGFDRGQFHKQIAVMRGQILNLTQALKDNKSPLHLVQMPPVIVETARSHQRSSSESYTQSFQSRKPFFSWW
#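 PI4K2A activity was measured by ADP-Glo luminescence: enzyme (4 ug/mL stock) and phosphatidylinositol (1.2 mM stock) in Tris pH 7.5/MgCl2/EGTA/Triton X-100 buffer were reacted with ATP (300 microM stock) for one hour at ambient temperature.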
# JMJD2A Tudor = JMJD2A Tudor domain (human) inhibition | O75164 | AlphaScreen JMJD2A-Tudor / H3K4me3 peptide binding | Potency, µM (titrated, usually from 114 µM), for inactives: at the highest dose activity change, negative = inhibition, usual class: inhibitors | 390,000 tested, 4.4% active; note: potency is the fitted concentration of half-maximal effect; % is set by controls: 0 for no effect and ±100 for the full control effect; nearly all actives have a fitted effect of over 50% in size
# An asterisk follows results filed as active; i = inactive; ? = inconclusive; . = not tested or not shown; & = joins results of further samples; ! = not confirmed by another sample; [ ] = dose if it differs, or a comment. Unless noted, calls come from the whole dose curve; as a rule, active = well fitted curve in the direction sought with a large enough effect; inconclusive = small, poorly fitted or top-dose-only effect, or another doubt; inactive = no such curve, though single readings can be large; an effect the other way counts as inactive or inconclusive.
SMILES,BAZ2B inh,G9a block,Pin1 inh,GLS inh,ERG Ets-DNA blk,PGK inhibitor,HP1b chromo inh,PI4K2A inh,JMJD2A Tudor
CC(C)N(C(=S)NCc1ccccc1)C(C)C,-32.6%,-16.5%,1.0%,9.8%,26.3%,i,36.9%,14.3,-5.5%
COc1ccccc1C(=O)OCC(=O)Nc1cc(S(=O)(=O)N2CCOCC2)ccc1N1CCCC1,-13.3%,-4.2%,5.5%,15.1%,-5.2%,7.8%,35.8%,-0.8,-3.6%
COc1cc(N)c(Cl)cc1NC(=O)c1ccccc1,.,18.5%[59 µM],-0.4%,7.8%,-7.5%,-0.1%,2.3%,4.9,-11.8%
CSc1nc(NCCOC(C)=O)c(C#N)c(-c2ccc(C(C)(C)C)cc2)n1,14.9%,27.2%[59 µM],-10.5%,-4.5%,1.2%,?,55.7%[activator],-1.9,6.3%
O=C(Nc1nc2ccc(F)cc2s1)C1=COCCO1,0.6%,50.1µM*,2.0%,0.1%,0.3%,?,26.3%,-20.4,-6.9%
COc1ccc(C2CC(=O)c3cc(-c4nc(-c5cccc([N+](=O)[O-])c5)cs4)c(=O)n(-c4ccccc4)c3C2)cc1 (stereo not drawn),0.3%,-7.2%[59 µM],-5.2%,-6.5%,0.7%,i,13.8%,0.0,-11.6%
O=C1COc2cc(S(=O)(=O)CCC(=O)NC3CCCCC3)c(Cl)cc2N1,4.8%,-2.9%[59 µM],?,-12.0%,-2.0%,5.3%,49.6%[activator],-1.0,5.3%
O=C(Nc1ccccc1)c1ccc(NC(=O)c2cccs2)cc1,-5.0%,35.1%,10.2%,-5.1%,0.5%,i,14.5%,4.6,-32.9%
CCOc1ncccc1C(=O)NNC(=O)c1cccc(S(=O)(=O)Nc2ccc(OC)cc2)c1,-3.6%,30.6%,-5.7%,7.5%,-5.2%,-7.5%,28.1%,2.5,-10.2%
COC(=O)N1CCN(c2ccc(C(C)=O)cc2)CC1,-5.4%,-4.5%[12.7 µM],7.8%,-4.2%,1.0%,-0.5%,26.0%,5.5,-7.9%
CCOc1cc(CNn2cnnc2)ccc1OCC(=O)NC1CCCCC1,-7.1%,21.3%[12.7 µM],-0.6%,-2.3%,-8.2%,1.7%,23.2%,2.2,-12.2%
Cc1ccc(C(C(=O)NCc2ccco2)N(C(=O)CNC(=O)c2cccs2)c2ccc(C)cc2C)cc1 (stereo not drawn),3.1%,-2.2%,-8.3%,-8.4%,.,.,24.7%,-3.9,-7.0%
COc1ccc(NC(=O)COc2ccc(-c3nn(C)c(=O)c4ccccc34)cc2)cc1,-8.7%&-1.3%,2.7%,-3.0%&-1.3%,-3.6%&8.0%,-0.6%&7.4%,2.8%,-6.3%&12.2%,-3.5&-10.2,44.7µM*!
COc1ccc(NC(=O)COC(=O)CC2Sc3ccccc3NC2=O)cc1 (stereo not drawn),6.0%,8.4%[0.501 µM],-1.9%,1.5%,3.8%,-6.2%,14.9%,-1.5,-25.5%
CN1C(=O)c2ccc(C(=O)Nc3ccccc3O)cc2C1=O,9.9%[0.457 µM],12.4%[59 µM],1.9%,24.7%,1.7%,-11.8%,24.4%,-4.7,0.0%
Cc1ccc(C)c(N2CCN(C(=O)CCc3nc(-c4ccc(Br)cc4)no3)CC2)c1,.,.,8.0%,0.9%,-3.2%,4.5%,31.8%,-1.3,-8.2%
O=C(OCc1cnc(Cl)s1)c1ccc(Cl)cc1,81.7%[activator],36.7%[12.7 µM],3.1%,1.9%,1.3%,-1.3%,103.6%[activator],3.3,117.5%[activator]
CCCCN(CCCC)/C(N)=N/c1nc(C)cc(C)n1,0.8%,?,6.2%,-5.9%,7.8%,-2.3%,18.7%,0.4,-26.7%
CC[C@]12c3[nH]c4ccc(OC)cc4c3CCN1C(=O)C(CC(=O)NCCCN(C)C)C[C@@H]2C(=O)N1CCN(C(=O)c2ccco2)CC1 (stereo partly drawn),.,.,3.3%,2.2%,-2.7%,-3.6%,-3.7%,-1.8,-26.6%
COc1ccc(OC)c(NC(=O)c2ccccc2N(Cc2ccccc2)S(C)(=O)=O)c1,-30.3%,?,7.8%,6.6%,0.5%,8.8%,6.8%,-2.5,-30.6%
Cc1cccc(Oc2nc(-c3ccccn3)nc3ccccc23)c1,-23.6%,-1.4%,-8.8%,0.0%,2.1%,-5.3%,20.9%,-21.1,-26.9%
Cc1c(C(=O)N2CCc3ccccc3C2)oc2ccc(S(=O)(=O)N3CC(C)CC(C)C3)cc12 (stereo not drawn),-11.1%,?,1.6%,2.6%,-3.5%,1.3%,16.6%,3.3,-11.3%
C/C(=N\NC(=O)c1ccc(F)cc1)c1ccccn1,10µM*,?,-1.1%,-0.5%,4.4%,-7.2%,30.2%,-3.2,35.5µM*
O=C(c1ccco1)N1CCN(C(=O)c2ccccc2OCc2ccccc2)CC1,.,.,-2.3%,-14.1%,-5.8%,i,23.9%,2.4,-3.4%
COc1cnc(-c2ccccn2)nc1Oc1ccc(Cl)cc1,31.6µM*,.,-9.4%,-1.7%,-2.9%,i,13.5%,-10.3,-31.3%
Cc1ccc(N(CC(=O)N/N=C/c2cc(C)n(-c3ccccc3)c2C)S(C)(=O)=O)c(C)c1,-38.5%,12.3%[59 µM],15.9%,1.2%,1.4%,-0.6%,-6.2%,4.5,?
COc1ccc(NS(=O)(=O)c2ccc(OCC(=O)N3CCOCC3)cc2)cc1Cl,-4.4%,.,-7.1%,12.5%,5.5%,-5.8%,31.9%,1.7,-11.8%
COc1ccccc1NC(=O)c1c(O)c2ccccc2[nH]c1=O,8.9%,7.7%[2.33 µM],-5.6%,3.1%,0.4%,.,33.5%,3.7,-4.7%
CCCc1cc(=O)oc2cc(C)cc(OCC(=O)NC3CC3)c12,5.5%,18.1%,-12.6%,11.3%,0.0%,-10.6%,21.1%,-7.9,-1.4%
Cc1ccccc1NC(=O)c1nc(-c2ccncc2)no1,-4.9%,-3.9%[59 µM],-1.8%,6.3%,6.1%,-1.3%,37.5%,-1.1,-18.1%
Cc1ccc(F)cc1S(=O)(=O)Nc1cccc(C(=O)N2CCCC(C(N)=O)C2)c1 (stereo not drawn),-0.9%,-6.5%[59 µM],0.9%,2.6%,1.0%,-5.9%,27.8%,-0.2,7.4%
CCc1ccc(NC(=O)CCn2ccnc2C)cc1,9.4%,-12.1%,-1.3%,0.5%,8.8%,-9.9%,26.2%,-0.9,-2.3%
N/C(=N\OC(=O)CC1CCCCC1)c1cccc([N+](=O)[O-])c1,-9.0%,-5.6%[59 µM],1.2%,-13.5%,2.3%,i,-12.5%,1.0,-22.5%
Cn1c(=O)oc2cc(S(=O)(=O)NCc3ccco3)ccc21,5.7%,-6.1%,2.8%,-1.2%,-1.3%,2.8%,39.6%[activator],2.5,0.7%
O=c1c2cnn(-c3ccc(F)cc3)c2ncn1Cc1ccc(F)cc1,2.9%&3.8%,9.5%&-7.1%[59 µM],-1.9%&-0.4%,2.3%&16.8%,-0.8%&-5.3%,-10.3%&8.8%,8.3%&43.3%,0.8&18.0,-4.0%&-8.0%
O=C(Cc1ccc([N+](=O)[O-])cc1)Nc1cc(C(F)(F)F)cc(C(F)(F)F)c1,2.3%,.,-7.1%,7.9%,-0.3%,0.6%,18.4%,-26.0,-2.1%
O=C(C=NNc1ccccc1)c1ccccc1,.,.,1.0%,-15.6%,16.0%,-7.9%,-22.0%,-7.6,?
CC1CCCCC1NC(=O)Cc1ccc(S(=O)(=O)N2CCOCC2)s1 (stereo not drawn),-6.0%,?,2.8%,2.5%,10.9%,1.5%,14.7%,-1.5,-30.3%
O=C(Nc1nc(-c2ccc(-c3ccccc3)cc2)cs1)c1cc([N+](=O)[O-])ccc1N1CCOCC1,-5.7%,-11.8%,0.3%,-2.0%,1.9%,i,14.1%,-4.3,-24.5%
O=C(NC(=S)Nc1ccc(Oc2ccccc2)cc1)c1ccc(Cl)cc1,?,?,2.9%,15.6%,.,-5.1%,-14.5%,0.2,-26.2%
CC(C)N(C(=O)Cn1cc(SCC(=O)N2CCCC2)c2ccccc21)C(C)C,-22.1%,-6.5%,-18.1%,-1.8%,1.7%,-2.3%,17.7%,-21.8,-18.8%
COc1ccc(N2C(=O)C(CC(=O)Nc3ccccc3)N(CCC3=CCCCC3)C2=O)cc1 (stereo not drawn),-3.2%,-2.2%[59 µM],1.4%,-3.2%,-0.5%,-3.4%,46.0%[activator],4.4,-3.6%
O=C(c1ccc2c(c1)CCN2S(=O)(=O)c1ccccc1)N1CCN(c2cccc(Cl)c2)CC1,-21.9%,-27.5%[59 µM],9.9%,1.8%,3.3%,-2.2%,31.6%,-2.9,-18.2%
COc1ccc(C(=O)Nc2cc3c4c(c2)C(C)C(=O)N4CCC3)cc1OC (stereo not drawn),-3.1%,-31.1%,-18.0%,-0.7%,-0.2%,-5.3%,36.4%,-2.1,2.1%
COc1cccc2c1OCC/C2=N\NC(=O)COc1ccccc1C,1.3%,9.9%[59 µM],0.7%,7.5%,-0.9%,3.3%,13.5%,0.4,-25.3%

# Screening results as filed in PubChem.
